Pol kappa inh: DNA polymerase kappa (human) inhibition; Q9UBT6; purified Pol kappa, fluorescent DNA synthesis assay, 10 min; Potency, µM (top dose mostly 107 µM), inactives show at the top dose activity, negative = inhibition, usual class: inhibitors; hit rate 0.53% among 400,000; AID 588579; also: potency is read from the fitted curve at half-maximal effect; % is scaled to controls: 0 for no effect and ±100 for the full control effect
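Here, compound and 10 nM enzyme are combined for 15 min at room temperature; adding 50 nM substrate (final) starts DNA synthesis, tracked by fluorescence at 0 and 10 min against buffer-only wells.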
BLM helicase inh: inhibitors of human Bloom syndrome helicase BLM; AID 2528; recombinant BLM DNA unwinding, fluorescence dequenching; P54132; hit rate 0.2% among 350,000; Potency, µM (series often up to 56.1 µM), for the others: at the top dose activity change, negative = inhibition, most hits filed as inhibitors;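 also: potency is read from the fitted curve at half-maximal effect; plate controls were vehicle for no effect and no enzyme for full effect; nearly all actives have a fitted effect of over 35% in size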
APE1 inh: inhibitors of human APE1 endonuclease; recombinant APE1, TAMRA/BHQ-2 abasic DNA cleavage fluorescence; Potency, µM (highest dose often 65.8 µM), inactives show at the top dose activity change, negative = inhibition, hits mostly inhibitors; hit rate 0.35% among 350,000;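 also: potency is read from the fitted curve at half-maximal effect; plate controls were vehicle for no effect and reference inhibitor for full effect; nearly all actives have a fitted effect of over 55% in size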
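Kinetic fluorescence read (525 ex/598 em nm, three reads 60 s apart) of AP-site incision; signal = third minus first read. Enzyme 0.75 nM, dual-labelled THF duplex 50 nM, compound preincubation 15 min RT.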
Tb PGK inh: blocks T. brucei phosphoglycerate kinase | PGK/GAPDH coupled, Kinase-Glo luminescence, 60 min | Potency, µM (highest dose often 57.5 µM), for inactives: top-dose activity change, negative = inhibition, hits mostly inhibitors | hit rate 0.043% among 380,000 | AID 602233; also: potency is read from the fitted curve at half-maximal effect; % is scaled to controls: 0 for no effect and ±100 for the full control effect; nearly all actives have a fitted effect of over 60% in size
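Recombinant glycosomal PGK reaction used 1,3-bisphosphoglycerate generated in-well by GAPDH (100nM final) in 100mM TEA pH 7.6, 5mM MgCl2, 0.01% Tween-20. After 60 minutes at room temperature, ATP was read by Kinase-Glo Plus luminescence end-point.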
RXFP1 antagonist: RXFP1 (human) relaxin receptor antagonism | HEK293-RXFP1, relaxin-stimulated cAMP HTRF, 30 min; hits give low values | activity change, negative = inhibition, % at 57.5 µM | hit rate 0.59% among 350,000 | AID 1259400;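 active = activity change of -60% or lower, but not beyond a set lower limit; inconclusive = change between -60% and -40%, or beyond the set limit; inactive = change above -40%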; also: % is scaled to controls: 0 for no effect and ±100 for the full control effect
Pol iota inh: blocks human DNA polymerase iota activity. Q9UNA4. Pol iota fluorescent replication assay, 10 min. Potency, µM (doses to about 115 µM), without a hit: at the highest dose activity, negative = inhibition, actives largely listed as inhibitors. hit rate 1% among 390,000. AID 588590; also: potency is read from the fitted curve at half-maximal effect
Target sequence (Q9UNA4 whole entry, looked up): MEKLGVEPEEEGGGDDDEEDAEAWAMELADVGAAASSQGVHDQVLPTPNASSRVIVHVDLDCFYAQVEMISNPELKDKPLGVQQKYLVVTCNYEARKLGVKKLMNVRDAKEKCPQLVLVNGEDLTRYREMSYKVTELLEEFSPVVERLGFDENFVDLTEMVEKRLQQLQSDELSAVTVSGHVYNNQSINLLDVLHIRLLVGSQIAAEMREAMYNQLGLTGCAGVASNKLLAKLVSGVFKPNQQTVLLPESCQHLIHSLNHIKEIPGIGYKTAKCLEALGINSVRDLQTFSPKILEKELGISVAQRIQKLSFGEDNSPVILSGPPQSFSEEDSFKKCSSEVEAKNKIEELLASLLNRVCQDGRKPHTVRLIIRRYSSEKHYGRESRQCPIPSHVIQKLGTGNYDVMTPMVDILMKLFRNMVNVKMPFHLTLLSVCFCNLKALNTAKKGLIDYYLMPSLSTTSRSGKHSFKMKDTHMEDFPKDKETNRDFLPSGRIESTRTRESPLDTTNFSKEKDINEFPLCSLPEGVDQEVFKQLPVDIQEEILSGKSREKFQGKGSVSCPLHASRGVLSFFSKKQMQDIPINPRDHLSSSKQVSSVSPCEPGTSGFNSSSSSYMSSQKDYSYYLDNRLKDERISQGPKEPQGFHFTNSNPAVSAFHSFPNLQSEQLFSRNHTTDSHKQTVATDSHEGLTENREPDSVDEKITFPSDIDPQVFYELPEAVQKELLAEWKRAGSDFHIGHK
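Fluorescent replication assay read twice, at 0 min and 10 min after adding 50 nM (final) substrate. Enzyme (10 nM) and compounds were first incubated 15 min at room temperature; enzyme-free buffer wells were negative controls.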
Apoferritin bind: candidate novel general anesthetic via apoferritin binding. hit rate 0.074% among 350,000. Potency, µM (top dose mostly 77.5 µM), for inactives: top-dose activity change, negative = displacement, usual class: inhibitors. P02791. apoferritin/1-aminoanthracene competitive binding, fluorescence. AID 485281; also: potency is read from the fitted curve at half-maximal effect; % is scaled to controls: 0 for no effect and ±100 for the full control effect; nearly all actives have a fitted effect of over 20% in size
Target sequence (P02791 2-175 limits assumed): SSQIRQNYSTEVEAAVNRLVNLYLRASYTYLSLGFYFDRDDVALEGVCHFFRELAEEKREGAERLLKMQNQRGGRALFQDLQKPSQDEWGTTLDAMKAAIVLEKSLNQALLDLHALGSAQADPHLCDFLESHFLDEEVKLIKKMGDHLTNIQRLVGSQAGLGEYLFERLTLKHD
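Steps: apoferritin (10 uM) was premixed with half-saturated 1-AMA in PBS, compounds were pin-transferred, plates stood 10 min at room temperature, fluorescence was read at 380/535 nm, and curves were fitted with a Hill equation.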
POLH inh: blocks human DNA polymerase eta activity | recombinant Pol eta, fluorescent DNA replication assay | Potency, µM (top dose mostly 114 µM), without a hit: at the highest dose activity change, negative = inhibition, hits mostly inhibitors | AID 588591 | hit rate 1.2% among 390,000; also: potency is read from the fitted curve at half-maximal effect; % is scaled to controls: 0 for no effect and ±100 for the full control effect
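Pol eta (10 nM) was preincubated with compounds for 15 min at room temperature, after which fluorescent replication substrate (50 nM final) was added to start the reaction. Fluorescence was read kinetically at 0 and 10 min.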
POLB inh: blocks human DNA polymerase beta activity | Pol beta primer extension/strand displacement, fluorescence kinetic | P06746 | hit rate 1.3% among 340,000 | AID 485314 | Potency, µM (series often up to 114 µM), for inactives: at the top dose activity change, negative = inhibition, most hits filed as inhibitors; also: potency is read from the fitted curve at half-maximal effect; % is scaled to controls: 0 for no effect and ±100 for the full control effect
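Human Pol beta at 10 nM; strand-displacement substrate 50 nM final. Compound exposure 15 min at room temperature before start, reaction 10 min at room temperature.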
* marks the source's active call; other numbers are inactive results; i = inactive; ? = inconclusive; / = not tested or not shown; & = joins results of further samples; [ ] = remark or other dose. Unless noted, calls follow the shape of the dose curve; as a rule, active = well fitted curve in the direction sought with a large enough effect; inconclusive = small, poorly fitted or top-dose-only effect, or another doubt; inactive = no such curve, though single readings can be large; an effect the other way counts as inactive or inconclusive. These rows are one share of the data; the hit share may differ from the screen's.

SMILES	Pol kappa inh	BLM helicase inh	APE1 inh	Tb PGK inh	RXFP1 antagonist	Pol iota inh	Apoferritin bind	POLH inh	POLB inh
CSC1=NCCN1C(=O)c1ccc(S(=O)(=O)N(C)C)cc1	3%	5%	2%	1%	/	8%	3%	-9%	13%
CSc1ccc(/C=N/NC(=O)CN2CCN(Cc3ccc(C)cc3)CC2)cc1	-1%	-3%	3%	i	-7	35%	-3%	-1%	-28%[57.1 µM]
Cc1nn(-c2ccccc2)c(N2CCCC2)c1/C=N/NC(=S)Nc1cc(C(F)(F)F)ccc1Cl	-15%	-5%	-2%	3%	-26	52%[activator]	-11%	?	23%
CC[C@H](CO)Nc1nc(Nc2cccc(Cl)c2)c2ncn(C(C)C)c2n1	-9%	-3%	5%	2%	/	12%	-16%	-8%	?
Cc1cc(NC(=O)COc2ccccc2C)ccc1NC(=O)c1cccs1	-9%	-6%	6%	0%	-3	98%[activator]	-9%	-5%	84%
CC(=O)c1cccc(CN2CCCC(N3CCN(c4ccccc4F)CC3)C2)c1 (stereo not given)	-23%	1%	-8%	-1%	6	14%	-19%	-12%	15%
CC(=O)c1ccc(OC(=O)c2cc3ccccc3oc2=O)cc1	/	0%	3%	/	/	/	-3%	/	?
CCOC(=O)c1c(-c2ccccc2)c[nH]c1C	-5%	/	/	-4%	-88*	-4%	/	-6%	/
CCCCCCc1nc2ccccc2c(=O)n1NC(=O)c1c(O)c2c(n(CC(C)C)c1=O)CCCC2	4%	-1%	0%	0%	-5	2%	-13%	-16%	3%
Cc1cccc(N(CC(=O)Nc2c(C)n(C)n(-c3ccccc3)c2=O)S(C)(=O)=O)c1	3%	-4%	-3%	-3%	-1	-12%	1%	-8%	-1%
COc1cccc(NC(=O)Nc2ccccc2SC)c1	2%[60.1 µM]	-3%	-2%	-12%	-6	-23%	?	-13%	-18%
COc1ccc(SCC(=O)Nc2ccccc2Cl)cc1	-11%	-10%	-8%	0%	4	19%	-17%	-6%	-18%
COc1cccc(-n2ccnc2SCC(=O)Nc2nc3ccc(C)cc3s2)c1	0%[60.1 µM]	-3%	/	-3%	/	-16%	33%[activator]	-15%	0%
Cn1ccnc1SCC(=O)Nc1ccc2c(c1)OCCO2	1%	1%	16%	-5%	3	-13%	?	-17%	19%
Cc1ccc2nc(-c3cc(-c4ccccc4)no3)cn2c1	-15%	-4%	-6%	13%	-11	-6%	5%	-7%	-11%
CCOC(=O)CSc1nc(N)c2c3c(sc2n1)CCCC3	-11%	-4%	25%	0%	-9	12%	-17%	-7%	10%
CCCCc1cc2ccccc2c(OCCN(C)C)n1	9%	0%[21.4 µM]	15%	i	-15&-5	10%	-12%[29.3 µM]	-11%	/
CCCCCCNc1ncnc2c1sc1nc(N3CCOCC3)c3c(c12)CCCC3	-24%	-1%	/	-7%	/	?	-6%	-3%	16%
CC(=O)Nc1cc2c(cc1NC(=O)Cn1nc(-c3ccccc3)ccc1=O)OCCO2	-5%	-1%	69%[activator]	-3%	-40	-18%	0%	-19%	13%
O=C(NC(=S)Nc1ccc2oc(=O)ccc2c1)c1cc2ccccc2o1	-7%	-6%	0%	-1%	2	131%[activator]	3%	-20%	-2%

Compound profiles, as listed above. Order of values: Pol kappa inh | BLM helicase inh | APE1 inh | Tb PGK inh | RXFP1 antagonist | Pol iota inh | Apoferritin bind | POLH inh | POLB inh
Entry for CCOC(=O)CSc1nc(N)c2c3c(sc2n1)CCCC3 = -11% | -4% | 25% | 0% | -9 | 12% | -17% | -7% | 10%
Entry for CCCCCCNc1ncnc2c1sc1nc(N3CCOCC3)c3c(c12)CCCC3 = -24% | -1% | / | -7% | / | ? | -6% | -3% | 16%
Entry for COc1ccc(SCC(=O)Nc2ccccc2Cl)cc1 = -11% | -10% | -8% | 0% | 4 | 19% | -17% | -6% | -18%
Entry for COc1cccc(NC(=O)Nc2ccccc2SC)c1 = 2%[60.1 µM] | -3% | -2% | -12% | -6 | -23% | ? | -13% | -18%
Entry for COc1cccc(-n2ccnc2SCC(=O)Nc2nc3ccc(C)cc3s2)c1 = 0%[60.1 µM] | -3% | / | -3% | / | -16% | 33%[activator] | -15% | 0%

Further results follow:
SMILES	Pol kappa inh	BLM helicase inh	APE1 inh	Tb PGK inh	RXFP1 antagonist	Pol iota inh	Apoferritin bind	POLH inh	POLB inh
CCN(CC)S(=O)(=O)c1ccc(N2CCCC2)c(C(=O)OCC(=O)Nc2cc(C)on2)c1	-11%	-5%	-2%	-12%	5	46%	-18%	-22%	2%
CCOc1ccc(NCc2nnc(SCC(=O)Nc3nc(-c4ccccc4)cs3)n2-c2ccccc2)cc1	0%	1%	-5%	5%	-3	24%	-11%	-4%	6%
COc1ccc(OCC(=O)NNc2c3ccccc3nc3ccccc23)cc1	-11%	-11%	4%	-1%	-38	-8%	-5%	?	?
CCOC(=O)Cn1nc(CC)c2ccccc2c1=O	-7%	-1%	-1%	/	5	-1%	-12%	5%	26%
CCOc1ccc(C2CC(c3cccc(OC)c3)n3nc(N)nc3N2)cc1 (stereo not given)	4%	2%	-2%	-8%	3	-10%	0%	-11%	1%
Clc1ccccc1OCCCCN1CCCC1	6%	2%	2%	i	-11	31%[activator]	-9%	-13%	36%
CC(C)NC(=O)CSCc1ccccc1Cl	2%	0%	0%	-8%	-2	4%	4%	-8%	-8%
COC(=O)C(Cc1ccccc1)NC(=O)CNC(=O)c1sc2ccccc2c1Cl (stereo not given)	-3%	-6%	11%	13%	-9	4%	-18%	-21%	5%
COc1cccc(-n2c(=O)c3sc4ccccc4c3n(CC(=O)Nc3ccccc3OC)c2=O)c1	-9%	-6%	/	-6%	/	-6%	-4%	5%	37%
CSc1ccc(CN2CCN(C(=O)c3ccc([N+](=O)[O-])cc3)CC2)cc1	-1%	-3%	15%	-6%	-15	119%[activator]	-10%	-19%	17%

Records listed above printed as active in RXFP1 antagonist.
SMILES	Pol kappa inh	BLM helicase inh	APE1 inh	Tb PGK inh	RXFP1 antagonist	Pol iota inh	Apoferritin bind	POLH inh	POLB inh
CCOC(=O)c1c(-c2ccccc2)c[nH]c1C	-5%	/	/	-4%	-88*	-4%	/	-6%	/

New compounds follow
SMILES	Pol kappa inh	BLM helicase inh	APE1 inh	Tb PGK inh	RXFP1 antagonist	Pol iota inh	Apoferritin bind	POLH inh	POLB inh
Cc1nc(-c2ccccc2)c(Cc2ccccc2O)c(=O)[nH]1	-3%	-5%	-4%	i	7	-17%	-11%	-1%	3%
Nc1ccccc1/C=N\N=C/c1ccccc1N	-1%	/	/	7%	14	15%	/	3%	/
CCCCn1c(N)c(Sc2ccc(C)cc2)c(=O)[nH]c1=O	3%	-11%	-1%	8%	10	17%	-12%	-16%	-2%
CC1CCN(c2cc(N3CCN(C(=O)c4ccc(F)c(F)c4)CC3)c([N+](=O)[O-])cc2F)CC1	-9%	-5%	-1%	-9%	21	13%	3%	-10%	18%
O=C(Nc1ccc2oc(-c3cccnc3)nc2c1)c1ccc(Br)o1	2%	-11%	0%	i	0	27%	-16%	?	?
COc1ccc(NC(=O)c2c(NC(=O)C(F)(F)F)sc3c2CCCCC3)cc1	-28%	-17%	/	-1%	-29	?	?	-21%	?
CCC1C/C(=C/c2ccco2)C(=O)/C(=C/c2ccco2)C1 (stereo not given)	/	-19%	?	/	/	/	-18%	/	?
COc1cc(NC(=O)c2cccnc2Sc2ccc(C)c(C)c2)cc(OC)c1OC	-17%	-4%	-6%	-2%	3	?	-9%	-11%	-15%
O=C(CSc1ccc(-c2ccccn2)nn1)Nc1ccc(F)c(F)c1	-2%&-9%	5%&0%	27%	6%&-2%	-14&-24	19%&0%	-11%&-3%	-16%&-10%	19%&-15%
NC(Cc1ccc2nonc2c1)C(=O)O (stereo not given)	-4%	-1%	0%	7%	9	2%	-5%	-5%	-11%
COc1cc(C(=O)Nc2cc(C)c(O)c(-c3nc4cc(Cl)ccc4o3)c2)cc(OC)c1OC	1%	-4%	/	-7%	/	-11%	14%	3%	-1%
CN(C(=O)CCc1nnc(Cc2ccc(-c3ccccc3)cc2)o1)C1CCOCC1	-12%	-4%	-2%	i	3	31%[activator]	-13%	-3%	1%
COc1ccc(C(C)C)cc1S(=O)(=O)N1CCN(c2ccccc2)CC1	12%	-9%	-9%	-8%	-6	-29%	110%[activator]	-13%	27%
CN(Cc1ccc(F)cc1)S(=O)(=O)c1nnc(NC(=O)c2ccc(F)cc2)s1	3%	0%	/	-11%	-15	25%	-12%	-11%	1%
Cc1cccc(OCc2ccc(C(=O)Nc3cc(C)on3)o2)c1	-1%	-1%	4%	19%	0	1%	0%	-2%	61%
CC(C)CC(=O)N1CCC(O)(CS(=O)(=O)c2ccc(Cl)c(Cl)c2)CC1	-11%	-2%	-5%	-9%	-1	123%[activator]	-3%	-21%	41%
CCCC(=O)N1CCc2cc(OC)c(OC)cc2C1COc1ccc(C(=O)OC)cc1 (stereo not given)	-13%[60.1 µM]	-3%	/	9%	/	11%	3%	-7%	5%
Cc1ccc(OCC(=O)Nc2nonc2-c2ccc(C)c(C)c2)cc1C	-2%	-12%	/	/	-7	10%	-2%	/	-9%
CCN(CCCNC(=O)c1[nH]c(C)c(C(C)=O)c1C)c1ccccc1	3%	-3%	0%	0%	-4	-4%	-9%	-7%	-1%

3 entries out of the list above, arranged by the number in APE1 inh, high to low.
| Molecule | Pol kappa inh | BLM helicase inh | APE1 inh | Tb PGK inh | RXFP1 antagonist | Pol iota inh | Apoferritin bind | POLH inh | POLB inh |
| --- | --- | --- | --- | --- | --- | --- | --- | --- | --- |
| CCOC(=O)CSc1nc(N)c2c3c(sc2n1)CCCC3 | -11% | -4% | 25% | 0% | -9 | 12% | -17% | -7% | 10% |
| Cc1cc(NC(=O)COc2ccccc2C)ccc1NC(=O)c1cccs1 | -9% | -6% | 6% | 0% | -3 | 98%[activator] | -9% | -5% | 84% |
| COc1cc(NC(=O)c2cccnc2Sc2ccc(C)c(C)c2)cc(OC)c1OC | -17% | -4% | -6% | -2% | 3 | ? | -9% | -11% | -15% |

Bioassay records from PubChem.
